MBD2 DNA inh – inhibitors of MBD2 binding to methylated DNA, primary screen, biochemical, TR-FRET, DNA-binding domain, human | 0.31% of 370,000 active | Methyl-CpG-binding domain protein 2 (Homo sapiens), Q9UBB5 | inhibition, % at 4.4 µM | MBD2 binding to methylated oligonucleotide; in the data active = inhibition above about 13%
Target sequence (Q9UBB5 whole entry, looked up, the tested form may be a part): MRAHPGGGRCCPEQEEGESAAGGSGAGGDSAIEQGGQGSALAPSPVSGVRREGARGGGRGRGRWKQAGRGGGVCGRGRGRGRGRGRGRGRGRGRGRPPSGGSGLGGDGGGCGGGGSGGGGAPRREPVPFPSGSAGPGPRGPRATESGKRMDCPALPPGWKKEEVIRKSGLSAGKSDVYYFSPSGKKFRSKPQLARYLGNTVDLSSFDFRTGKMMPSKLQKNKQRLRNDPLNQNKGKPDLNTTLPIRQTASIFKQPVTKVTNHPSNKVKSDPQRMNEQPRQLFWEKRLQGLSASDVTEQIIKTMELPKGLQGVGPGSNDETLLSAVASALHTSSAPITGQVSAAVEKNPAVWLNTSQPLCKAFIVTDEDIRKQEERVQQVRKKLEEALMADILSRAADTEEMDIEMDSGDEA
TDP2 inh – human TDP2 enzyme inhibitors, primary screen, biochemical, epi absorbance, recombinant enzyme. Tyrosyl-DNA phosphodiesterase 2 (Homo sapiens), O95551. T5PNP hydrolysis, p-nitrophenol absorbance 415 nm. inhibition, % at 12.8 µM. 0.34% of 370,000 active;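 active = inhibition above the mean of all tested compounds plus 3 SD, set per campaign, cut at about 25% in these data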;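 note: 0% = DMSO with enzyme and 100% = buffer with substrate but no TDP2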
Target sequence (O95551 whole entry, looked up): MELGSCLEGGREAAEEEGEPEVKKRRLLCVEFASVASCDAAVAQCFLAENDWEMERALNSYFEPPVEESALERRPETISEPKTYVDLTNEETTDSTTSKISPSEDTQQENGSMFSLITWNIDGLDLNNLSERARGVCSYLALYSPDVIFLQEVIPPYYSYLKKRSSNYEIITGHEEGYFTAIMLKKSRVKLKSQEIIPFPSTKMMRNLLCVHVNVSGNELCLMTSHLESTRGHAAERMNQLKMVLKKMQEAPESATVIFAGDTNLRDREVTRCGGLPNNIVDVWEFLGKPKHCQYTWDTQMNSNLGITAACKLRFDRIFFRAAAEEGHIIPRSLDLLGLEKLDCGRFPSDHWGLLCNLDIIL
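Assay system: recombinant human TDP2 / Reagent: T5PNP substrate at 5 mM, a TopII-DNA adduct mimic / Measured by: epi absorbance from released p-nitrophenol / Evaluation: % inhibition relative to enzyme-containing and enzyme-free wells / Control set: enzyme-free and DMSO wells / Replicates: each compound tested once, singlicate / Schedule: enzyme reaction with compound for 2 h at 37 °C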
proKLK7 act – proKLK7 zymogen activators, primary screen, biochemical, fluorescence intensity | purified proKLK7, EDANS-DABCYL substrate fluorescence; 100% is mature enzyme control, 0% vehicle | activation, % at 7 µM | 0.9% of 370,000 active | AID 652039, 2013;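 active = activation above the mean of all tested compounds plus 3 SD, computed per campaign excluding outliers beyond control limits, cut at about 13% in these data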
Target sequence (P49862 whole entry, looked up): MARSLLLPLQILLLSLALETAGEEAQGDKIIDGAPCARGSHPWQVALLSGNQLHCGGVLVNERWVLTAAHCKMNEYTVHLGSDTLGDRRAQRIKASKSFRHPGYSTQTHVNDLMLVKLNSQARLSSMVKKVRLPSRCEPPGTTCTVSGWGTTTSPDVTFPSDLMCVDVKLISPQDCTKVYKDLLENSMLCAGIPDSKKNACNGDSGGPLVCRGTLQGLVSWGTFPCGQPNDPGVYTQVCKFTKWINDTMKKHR
UHRF1 MBD2 ctr – UHRF1 methylated DNA binding inhibitors, primary screen, counter-screen for MBD2 inhibitor project, biochemical, TR-FRET, human UHRF1, single concentration. E3 ubiquitin-protein ligase UHRF1 (Homo sapiens), Q96T88. UHRF1 binding to methylated oligo. inhibition, % at 4.4 µM. 0.75% of 370,000 active. AID 687016, 2013; in the data active = inhibition above about 21%;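 note: UHRF1 SRA domain binding a hemimethylated CpG hairpin DNA probe; 0% = median of test compound wells and 100% = reference inhibitor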
TCR CD3 inh – inhibitors of human TCR-CD3 interaction, primary screen, biochemical, fluorescence, TAMRA-labeled TCR probe; T-cell receptor (TCR); inhibition, % at 9.4 µM; 0.37% of 360,000 active; AID 651800, 2012; in the data active = inhibition above about 19%;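 note: recombinant mutant TCR 2C K166C tagged with TAMRA read by polarization; 0% = receptor in buffer alone and 100% = receptor with positive control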
LEDGF integ inh – blockers of LEDGF/p75-dependent integrase strand transfer – biochemical, TR-FRET, high throughput, primary screen; HIV-1 integrase (with human LEDGF/p75); TR-FRET IN-LEDGF/p75 DNA integration, Eu/Cy5; inhibition, % at 3.7 µM; 0.64% of 370,000 active; AID 743269, 2014;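 active = inhibition above the screen-wide mean plus 3 SD, cut at about 13% in these data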;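 note: signal is the Cy5 over europium emission ratio at 671 and 618 nm; 0% = plate median of compound wells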
Tn7 DDE FP – inhibitors of Tn7 peptide binding to fibrin DD(E), primary screen, biochemical, fluorescence polarization, human fibrin, Tn7 probe; Fibrinogen beta chain (Homo sapiens), P02675; inhibition, % at 8.3 µM; FP displacement of FITC-Tn7 peptide from fibrin DD(E); 0% = median of compound wells per plate; 0.13% of 370,000 active;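 active = inhibition above the mean of compounds falling within the control limits plus 3 SD of them, cut at about 14% in these data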;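 note: 0% = plate median of compound wells and 100% = 10 µM Aha-Tn7 peptide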
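Also added: labelled Tn7 tracer, 0.1 µM; Assay system: human fibrin DD(E) protein; Amount: 2 µM fibrin DD(E); Schedule: 10 min compound pre-incubation, 3 h probe incubation at room temperature; Repeats: one replicate per compound; Read-out basis: percent inhibition; Measured by: fluorescence polarization of the labelled Tn7 tracer.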
SIAE inh – human SIAE inhibitors, primary screen, biochemical, fluorescence polarization, FP-Rh probe, 1536-well HTS. Sialate O-acetylesterase (Homo sapiens), Q9HAT2. SIAE FP-Rh probe binding. inhibition, % at 9.66 µM. 0.69% of 370,000 active. AID 1053197, 2014;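 active = inhibition above a cutoff: mean of compounds within the control limits plus 3 SD of those, cut at about 17% in these data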;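 note: 0% = plate median of compound wells and 100% = probe without SIAE protein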
DDE Tn6 FP inh – inhibitors of Tn6 peptide binding to fibrin DD(E), primary screen, biochemical, fluorescence polarization, human fibrin, Tn6 probe. Fibrinogen beta chain (Homo sapiens), P02675. Fibrin DD(E) TRITC-Tn6 fluorescence polarization displacement. inhibition, % at 8.3 µM. 0.21% of 370,000 active. AID 720509, 2013;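 active = inhibition above a per-campaign cutoff: mean of compounds within control limits plus 3 SD, cut at about 15% in these data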;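 note: 0% = median of all compound wells on the plate and 100% = blocking peptide control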
PRMT1 FP inh – PRMT1 methyltransferase inhibitors, primary screen, biochemical, fluorescence polarization | Protein arginine N-methyltransferase 1 (Homo sapiens), Q99873 | recombinant PRMT1, activity-based probe fluorescence polarization | inhibition, % at 2.79 µM | 1.3% of 370,000 active | AID 652257, 2013;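 active = inhibition above about 21% made by adding two undisclosed values, limit read from the data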
* = called active by the depositor; nt = not tested or not shown. Hits appear at their usual frequency; overall some 4.6% were active at least once.

SMILES	MBD2 DNA inh	TDP2 inh	proKLK7 act	UHRF1 MBD2 ctr	TCR CD3 inh	LEDGF integ inh	Tn7 DDE FP	SIAE inh	DDE Tn6 FP inh	PRMT1 FP inh
Cc1ccc(CCNC(=O)C(C)n2nc(C)c3c(C)n(-c4ccccc4)nc3c2=O)cc1 (configuration not stated)	6	-4	0.2	0	1	0	-3	2	-4	-2
CC(C)(C)c1ccc(-c2nnc3sc(-c4ccncc4)nn23)cc1	0	9	-0.3	1	-4	4	0	-9	5	11
CCOc1ccc(/C=N/NC(N)=S)cc1	4	0	-0.1	1	0	-2	9	3	4	1
Nc1ccc(C(=O)N/N=C/c2cccc(Oc3ccccc3)c2)cc1	0	10	0.9	-1	4	-3	6	11	-2	0
Cc1cc(C(=O)NC(C)c2ccncc2)cs1 (configuration not stated)	5	2	-0.2	4	-5	1	-1	-5	5	4
CC(C)C(NS(=O)(=O)c1cccc2nsnc12)C(=O)NCc1ccc2c(c1)OCO2 (configuration not stated)	-3	4	0.0	-2	2	-3	-1	2	-6	-2
Cc1cc(C)cc(OCC(=O)OCC(=O)NCc2ccco2)c1	-2	0	-0.5	-3	4	-2	5	5	2	-3
COC1C(O)C(O)C(O)C(O)C1O (configuration not stated)	3	0	0.3	1	-3	-3	-7	-2	6	0
COc1ccc(C(NC(=O)C(C)C)c2c(O)ccc3ccccc23)cc1OC (configuration not stated)	2	4	-5.8	2	0	-1	10	4	-3	0
CSCCC(NS(=O)(=O)c1ccc(Cl)cc1)C(=O)OCC(=O)NC1CCCCC1 (configuration not stated)	10	-1	0.0	12	-4	-3	-3	10	-1	4
CC(CCN1CCC(C(O)(c2ccccc2)c2ccccc2)CC1)Oc1ccc(Cl)cc1 (configuration not stated)	0	3	-0.1	1	nt	-1	3	-4	6	1
COCCN(CC(=O)NCC1CCCO1)C(=O)CCC(=O)Nc1cc(C)ccn1 (configuration not stated)	-3	-18	0.3	5	0	-2	10	3	-1	-2
O=C(NCc1ccccc1Cl)C1CCC(=O)N(C2CCCC2)C1 (configuration not stated)	-5	-12	0.4	0	-5	2	3	7	5	-1
Cc1cccnc1NC(=O)Cn1nc([N+](=O)[O-])cc1C	0	5	-0.4	12	2	-1	2	0	7	-1
COc1ccc(C(C)=O)cc1CN(C)C	3	-2	-0.4	1	-1	3	-2	2	4	6
Cc1ccc(NC(=O)CSCC(=O)N(C)CC(=O)Nc2c(C)cccc2C)cc1	4	1	-0.6	20	-3	4	3	6	-2	6
FC(F)Sc1ccc(NC(=S)NCC2CCCCC2)cc1	-4	-9	0.3	-2	0	0	8	-24	-6	7
O=C(c1cccs1)N1CCN(c2ncccn2)CC1	4	9	0.0	2	-4	0	-8	4	-3	2
CCCCN(C(=O)c1cc(-c2ccc(F)cc2)nc2ccccc12)c1c(N)n(CCCC)c(=O)[nH]c1=O	-6	0	-0.6	-2	-5	-1	8	-4	-2	4
Cc1nnc(NC(=O)CCN2C(=O)C3CC=CCC3C2=O)s1 (configuration not stated)	5	-8	-0.7	-1	-2	4	-5	9	2	1
Cc1ccc(C(=O)O)cc1-c1ccc(/C=C2\SC(=O)N(CC(=O)Nc3ccccc3)C2=O)o1	6	12	0.8	22*	8	3	-1	-27	4	9
Cc1cc(C)cc(NC(=O)OCCN2CCN(Cc3ccccc3)CCC2=O)c1	0	1	1.4	2	0	-2	5	-5	8	-2
CCOC(=O)C1CCCN(C(=O)c2cc(S(=O)(=O)N3CCCCCC3)ccc2OC)C1 (configuration not stated)	3	10	-0.2	1	-5	-3	1	5	-4	5
COc1ccc(S(=O)(=O)N2CCN(CC(=O)NCC3(N4CCOCC4)CCCCC3)CC2)cc1	1	4	-0.1	0	-1	1	9	3	4	-1
CC1(Cc2ccc3c(c2)OCO3)C(=O)Nc2ccc(-c3cccc(C(F)(F)F)c3)cc21 (configuration not stated)	0	-10	-0.1	0	-1	-4	2	-9	1	1
OC(CNCCN1CCNCC1)Cc1ccccc1 (configuration not stated)	-4	7	0.2	0	-6	1	2	6	3	1
O=C(O)c1ccc(OC2CSC2)cc1	1	-5	0.3	1	10	-5	2	-5	-6	-2
Nc1c(Br)cc(Br)c2c1[nH]c(=O)c1ccccc12	-7	-1	-0.8	-10	0	-6	0	3	2	10
COc1cccc(CC(NC(C)=O)C(=O)NC2CCN(C(=O)c3ccc(Cl)cc3)CC2)c1OC (configuration not stated)	0	2	-0.8	-2	1	1	6	2	6	1
Cc1nc(SC(C)C(=O)Nc2c(C)n(C)n(-c3ccccc3)c2=O)nc(C)c1C (configuration not stated)	1	4	-0.4	0	-7	5	-3	4	4	-6
Cc1cc(OC(=O)c2cccs2)ccc1C(C)C	3	7	-0.2	0	0	0	6	8	1	1
CC1CCN(C(=O)COC(=O)c2ccc(Cl)nc2)CC1	1	9	0.2	-1	8	0	6	0	2	0
O=c1cccc(-c2cccc3ccccc23)o1	-7	-4	-0.6	2	-4	-3	6	-3	4	3
CCCCN(C(=O)c1cc2c(s1)CCCCC2)c1c(N)n(CCC)c(=O)[nH]c1=O	2	7	-0.8	-3	2	-4	0	0	0	-1
Nc1nonc1-c1nc2ccccc2n1CC(=O)N/N=C\c1ccc(-c2ccc(Cl)cc2)o1	5	2	-0.2	-2	-9	0	-3	-9	-2	1
Cn1c(=O)c(C(=O)NCc2ccccc2Cl)c(O)c2ccccc21	5	5	-0.2	4	1	-1	4	2	-6	5
CC(=O)NNC(=O)CCn1nnc2ccccc21	-2	-5	0.0	-2	4	-5	2	-13	5	-1
Cc1ccc(NC2OC(CO)C(O)C(O)C2O)cc1 (configuration not stated)	-6	5	-0.1	-3	-3	4	-3	3	-2	-1
COC(=O)C1CCN(Cc2cc(=O)oc3cc(OC)ccc23)CC1	-5	8	1.5	-3	-3	3	1	-2	0	1
COc1cccc(/C=C/C(=O)OCC(=O)NCCC2=CCCCC2)c1OC	1	-1	1.1	-3	2	0	-1	3	8	-4
O=C(N/N=C/c1ccc(OC(=O)c2ccccc2)cc1)c1ccc(CN2CCOCC2)cc1	2	6	-0.6	-1	0	2	9	-7	1	-4
CC(C)(SC(=S)N1CCCCCC1)C(=O)O	-1	8	-0.4	2	0	0	1	-3	-3	-3
O=C(CSCc1ccc(F)cc1)NC1CCCC1	2	-6	0.3	2	-6	4	-2	2	2	1
CCN(CC)C(=O)C1CCCN(Cc2sccc2C)C1 (configuration not stated)	1	0	0.0	-1	3	-2	1	-3	5	-1
COC(=O)[C@]12C[C@H](CC(=O)N3CCC(c4ccccc4)CC3)C(=O)N(Cc3ccc4c(c3)OCO4)C1=C[C@H](COCc1ccccc1)O[C@@H]2C	-4	-10	0.4	0	-1	-1	-5	0	1	-5
NC(=O)c1c(NC(=O)c2cccnc2)sc2c1CCCCC2	4	2	0.3	-3	-9	-1	2	4	-7	8
O=C(Cn1cnc2ccccc21)OCC(=O)N1CCc2ccccc2C1	0	-3	0.5	0	6	4	1	2	0	1
CN(C)S(=O)(=O)c1ccc(NC(=O)CN2CCCc3ccccc32)cc1	-5	7	-0.6	-1	4	3	-13	-10	-9	3

In the list so far, three have a furan ring, fused or not.
SMILES	MBD2 DNA inh	TDP2 inh	proKLK7 act	UHRF1 MBD2 ctr	TCR CD3 inh	LEDGF integ inh	Tn7 DDE FP	SIAE inh	DDE Tn6 FP inh	PRMT1 FP inh
Cc1cc(C)cc(OCC(=O)OCC(=O)NCc2ccco2)c1	-2	0	-0.5	-3	4	-2	5	5	2	-3
Cc1ccc(C(=O)O)cc1-c1ccc(/C=C2\SC(=O)N(CC(=O)Nc3ccccc3)C2=O)o1	6	12	0.8	22*	8	3	-1	-27	4	9
Nc1nonc1-c1nc2ccccc2n1CC(=O)N/N=C\c1ccc(-c2ccc(Cl)cc2)o1	5	2	-0.2	-2	-9	0	-3	-9	-2	1

Following part.
SMILES	MBD2 DNA inh	TDP2 inh	proKLK7 act	UHRF1 MBD2 ctr	TCR CD3 inh	LEDGF integ inh	Tn7 DDE FP	SIAE inh	DDE Tn6 FP inh	PRMT1 FP inh
CC(CCc1ccccc1)NC(=O)c1cccc([N+](=O)[O-])c1 (configuration not stated)	5	0	0.5	0	-4	3	5	1	0	-2
O=C(NCCC1=CCCCC1)c1ccc(-n2cncn2)c([N+](=O)[O-])c1	-3	-1	0.6	0	9	0	24*	8	162*	-3
Cc1nnc2n(-c3ccccc3)c(=O)c3c4c(sc3n12)CC(C)CC4 (configuration not stated)	1	-3	0.1	-1	6	2	2	3	-3	-4
CCOC(=O)c1c(NC(=S)NC(=O)c2cnn(CC)c2)sc2c1CCC(C)C2 (configuration not stated)	0	-1	0.4	1	4	3	7	-3	3	0
O=C(NCc1ccccc1)c1ccc(CN2CCOCC2)cc1	6	1	-0.7	3	-3	3	5	-2	7	5
O=C(CSc1nc2c(oc3ccccc32)c(=O)n1CC1CCCO1)NCc1ccc(F)cc1 (configuration not stated)	-4	-6	-0.4	2	4	-2	-8	-4	10	-3
CC(C)CC(NC(=O)c1ccco1)C(=O)Nc1ccc2c(c1)OCCO2 (configuration not stated)	-5	6	0.0	0	6	1	-2	0	-5	-2
O=C(Nc1nnc(SCC(=O)N2CCCC2)s1)C1CC(=O)N(c2ccc(F)cc2)C1 (configuration not stated)	2	15	-0.2	-3	-2	-1	1	9	3	5
O=C(CSc1nc(C2CC2)nc2ccccc12)Nc1ccccc1N1CCOCC1	9	5	0.3	-3	-6	1	-8	-6	2	10
Cc1ccc2nc(SCC(=O)c3cc(C)n(C)c3C)[nH]c2c1	-2	-6	0.3	1	-1	1	1	10	4	7
CCOc1ccc(NCCC(O)c2ccc(F)cc2)cc1 (configuration not stated)	-3	-1	-0.1	-3	14	-1	-5	7	4	3
CC(=O)c1sc(NC(=O)CS(=O)(=O)c2ccccc2)nc1C	1	2	0.0	0	3	-1	3	-11	2	-1

High-throughput results (PubChem BioAssay)
